TcdB inh: TcdB glycohydrolase inhibition. P18177. TcdB glycohydrolase enzymatic assay, plate reader. inhibition, % at 9.99 µM. actives 0.24% (n = 350,000). AID 652162; in the data active means inhibition above about 10%
Target sequence (P18177 whole entry, looked up): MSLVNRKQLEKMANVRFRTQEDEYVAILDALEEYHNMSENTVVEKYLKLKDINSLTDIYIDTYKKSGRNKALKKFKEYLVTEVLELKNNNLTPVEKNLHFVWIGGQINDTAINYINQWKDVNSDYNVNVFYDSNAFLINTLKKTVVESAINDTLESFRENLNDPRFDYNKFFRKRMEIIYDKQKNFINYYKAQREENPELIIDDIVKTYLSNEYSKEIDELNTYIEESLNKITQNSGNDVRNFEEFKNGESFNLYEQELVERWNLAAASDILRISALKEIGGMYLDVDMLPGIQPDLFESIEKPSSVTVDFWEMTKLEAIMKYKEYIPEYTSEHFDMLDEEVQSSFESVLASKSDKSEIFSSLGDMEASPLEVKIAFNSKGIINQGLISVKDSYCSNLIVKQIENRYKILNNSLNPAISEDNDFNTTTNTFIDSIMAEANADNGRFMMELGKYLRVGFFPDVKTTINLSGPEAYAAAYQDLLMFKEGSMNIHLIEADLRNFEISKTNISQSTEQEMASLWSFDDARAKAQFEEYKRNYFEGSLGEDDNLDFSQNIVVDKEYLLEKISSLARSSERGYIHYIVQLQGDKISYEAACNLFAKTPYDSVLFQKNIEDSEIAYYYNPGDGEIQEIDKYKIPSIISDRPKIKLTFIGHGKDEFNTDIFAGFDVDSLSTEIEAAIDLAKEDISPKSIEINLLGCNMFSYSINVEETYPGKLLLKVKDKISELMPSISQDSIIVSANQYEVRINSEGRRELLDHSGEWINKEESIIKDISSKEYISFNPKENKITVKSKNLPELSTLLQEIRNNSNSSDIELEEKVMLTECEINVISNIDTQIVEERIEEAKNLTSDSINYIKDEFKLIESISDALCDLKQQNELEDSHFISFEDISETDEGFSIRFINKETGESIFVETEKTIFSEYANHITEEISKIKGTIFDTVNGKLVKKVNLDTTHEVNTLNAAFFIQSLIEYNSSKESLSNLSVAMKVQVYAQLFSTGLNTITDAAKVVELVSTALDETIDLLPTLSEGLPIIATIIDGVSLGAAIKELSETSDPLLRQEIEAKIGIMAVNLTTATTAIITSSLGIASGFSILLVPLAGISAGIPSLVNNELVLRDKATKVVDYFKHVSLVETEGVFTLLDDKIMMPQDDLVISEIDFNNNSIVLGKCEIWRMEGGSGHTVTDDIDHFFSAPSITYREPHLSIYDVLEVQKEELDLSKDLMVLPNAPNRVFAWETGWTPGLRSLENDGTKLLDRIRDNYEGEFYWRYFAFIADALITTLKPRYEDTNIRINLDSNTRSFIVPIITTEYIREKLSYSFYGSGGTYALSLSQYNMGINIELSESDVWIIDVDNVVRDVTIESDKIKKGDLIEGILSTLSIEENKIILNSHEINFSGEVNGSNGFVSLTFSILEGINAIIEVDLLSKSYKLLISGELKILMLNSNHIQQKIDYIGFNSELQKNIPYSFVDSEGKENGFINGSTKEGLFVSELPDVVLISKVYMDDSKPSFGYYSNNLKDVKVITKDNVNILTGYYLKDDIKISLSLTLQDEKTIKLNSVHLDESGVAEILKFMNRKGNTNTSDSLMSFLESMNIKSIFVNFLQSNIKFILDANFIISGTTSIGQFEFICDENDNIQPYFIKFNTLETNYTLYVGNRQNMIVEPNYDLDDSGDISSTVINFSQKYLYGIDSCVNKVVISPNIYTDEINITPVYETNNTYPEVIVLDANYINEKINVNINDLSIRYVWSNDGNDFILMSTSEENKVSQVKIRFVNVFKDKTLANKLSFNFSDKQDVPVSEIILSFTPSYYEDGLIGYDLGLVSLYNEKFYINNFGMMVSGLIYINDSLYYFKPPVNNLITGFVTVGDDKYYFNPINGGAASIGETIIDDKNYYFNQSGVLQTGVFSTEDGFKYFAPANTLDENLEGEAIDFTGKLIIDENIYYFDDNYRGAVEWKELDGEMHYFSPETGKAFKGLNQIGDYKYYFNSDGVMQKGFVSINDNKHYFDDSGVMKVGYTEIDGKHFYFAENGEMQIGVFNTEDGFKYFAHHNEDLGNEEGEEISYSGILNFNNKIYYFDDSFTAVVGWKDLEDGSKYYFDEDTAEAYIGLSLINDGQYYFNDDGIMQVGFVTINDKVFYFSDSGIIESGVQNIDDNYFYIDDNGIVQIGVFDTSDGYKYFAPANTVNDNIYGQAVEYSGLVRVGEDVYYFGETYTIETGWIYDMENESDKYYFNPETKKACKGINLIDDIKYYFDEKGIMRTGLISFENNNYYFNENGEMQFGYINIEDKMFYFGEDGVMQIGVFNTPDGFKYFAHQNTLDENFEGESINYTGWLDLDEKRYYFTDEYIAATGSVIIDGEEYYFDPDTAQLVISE
Active calls of the source: *. Not all compounds are listed. The share of hits here may be higher or lower than overall.

C[C@H](CO)N1C[C@H](C)[C@@H](CN(C)Cc2ccc(Cl)c(Cl)c2)Oc2ccc(NC(=O)CCN3CCOCC3)cc2C1=O
  TcdB inh: -0.6
O=C(c1cccc(F)c1)N1CCCCN2[C@H](CO)[C@H](c3ccc(-c4ccncc4)cc3)[C@@H]2C1
  TcdB inh: -0.5
COC(=O)C[C@@H]1CC[C@H](NC(=O)Nc2ccc(C(F)(F)F)cc2)[C@@H](CO)O1
  TcdB inh: 0.6
CCCN1[C@@H]2c3ccc(/C=C/c4ccccc4)c(=O)n3C[C@H]1[C@H](CO)[C@H]2C(=O)NCC1CC1
  TcdB inh: -0.3
O=S(=O)(c1cccc(F)c1)N1CC[C@@H]2[C@@H](CO)Nc3ccc(Br)cc3[C@@H]21
  TcdB inh: -0.1
C[C@@H]1CN([C@H](C)CO)C(=O)c2cc(C#CCN(C)C)cnc2O[C@H]1CN(C)S(=O)(=O)c1ccccc1
  TcdB inh: -0.3
CCCNC(=O)N1C[C@H]2[C@@H](c3ccccc31)[C@@H](CO)N2Cc1ccc(OC)cc1
  TcdB inh: -3.0
CN1C(=O)c2cc(NC(=O)c3ccno3)ccc2OC[C@H]2O[C@@H](CC(=O)Nc3ccccc3)CC[C@@H]21
  TcdB inh: -0.6
O=C(NCC[C@@H]1CC[C@@H](NC(=O)C2CCCCC2)[C@@H](CO)O1)c1cnccn1
  TcdB inh: -0.7
Cc1noc(C)c1S(=O)(=O)N(C)C[C@@H]1Oc2c(NS(C)(=O)=O)cccc2C(=O)N([C@@H](C)CO)C[C@H]1C
  TcdB inh: 0.4

CO[C@H]1CN(C)C(=O)c2cc(C#N)ccc2OC[C@H]2O[C@H](CC[C@@H]2OC)CCN(C)C(=O)[C@H]1C
  TcdB inh: -1.9
CN1c2ccc(Br)cc2[C@H]2[C@H](CCN2C(=O)Nc2ccccc2F)[C@H]1CO
  TcdB inh: 0.3
C[C@@H]1CN([C@@H](C)CO)C(=O)c2cccc(NC(=O)C3CC3)c2O[C@@H]1CN(C)Cc1ccc(Cl)c(Cl)c1
  TcdB inh: 1.1
CCNC(=O)C[C@H]1CC[C@H]2[C@@H](COc3ccc(NC(=O)c4ccc(C#N)cc4)cc3C(=O)N2C)O1
  TcdB inh: 0.9
O=C(C[C@H]1C=C[C@H](NS(=O)(=O)c2cccc(F)c2)[C@@H](CO)O1)N1CCCCC1
  TcdB inh: -0.2
O=C([C@H]1[C@H](CO)[C@H]2Cn3c(cccc3=O)[C@@H]1N2Cc1cccc(Cl)c1)N1CCCCC1
  TcdB inh: 0.7
N#C[C@H]1[C@@H](c2ccc(C3=CCCCC3)cc2)[C@@H](CO)N1C(=O)Nc1ccccc1F
  TcdB inh: -0.1
CC(C)NC(=O)N(C)C[C@H]1OCCCC[C@@H](C)Oc2ccc(NC(=O)c3ccccc3)cc2C(=O)N([C@@H](C)CO)C[C@H]1C
  TcdB inh: -0.1
C[C@H](CO)N1C[C@H](C)[C@@H](CN(C)C(=O)Nc2ccccc2)Oc2ccc(NC(=O)NC3CCCCC3)cc2CC1=O
  TcdB inh: 0.1
COCC(=O)N1CC[C@@H]2[C@@H](CO)Nc3ccc(-c4ccc(C(=O)N(C)C)cc4)cc3[C@@H]21
  TcdB inh: -1.7

COCC(=O)Nc1ccc2c(c1)C(=O)N(C)C[C@@H](OC)[C@@H](C)CN(C(=O)c1cnccn1)[C@H](C)CO2
  TcdB inh: -0.3
CCC(=O)N[C@H]1C=C[C@H](CC(=O)NCC2CCCCC2)O[C@@H]1CO
  TcdB inh: -3.3
CC(C)CC#Cc1ccc2c(c1)O[C@@H](CN(C)Cc1cncnc1)[C@H](C)CN([C@H](C)CO)S2(=O)=O
  TcdB inh: 2.1
O=C(C[C@H]1C=C[C@@H](NC(=O)c2cnccn2)[C@@H](CO)O1)NCc1ccccc1F
  TcdB inh: -1.8
C[C@H]1CN([C@@H](C)CO)C(=O)c2cccc(NS(C)(=O)=O)c2O[C@H]1CN(C)S(=O)(=O)c1cccs1
  TcdB inh: -0.8
CCCC#Cc1ccc([C@H]2[C@H]3CN(C(=O)c4ccc5c(c4)OCO5)CCCCN3[C@H]2CO)cc1
  TcdB inh: 1.5
COc1ccccc1NC(=O)N1CC(=O)N2[C@H](CO)[C@H](c3ccc(C#Cc4ccc(F)cc4)cc3)[C@@H]2C1
  TcdB inh: 0.0
N#C[C@H]1[C@@H](c2ccc(C#CCC3CCCC3)cc2)[C@H](CO)N1C(=O)c1ccccn1
  TcdB inh: -1.2
C[C@H]1CN([C@@H](C)CO)C(=O)c2cc(NS(=O)(=O)c3cccs3)ccc2O[C@@H]1CN(C)Cc1ccc(Oc2ccccc2)cc1
  TcdB inh: 0.4
COc1ccc(C#Cc2ccc3c(c2)O[C@@H](CN(C)C)[C@@H](C)CN([C@H](C)CO)S3(=O)=O)cc1
  TcdB inh: -3.1

Quoted at random: 3 records from the list.
C[C@H]1CN([C@@H](C)CO)C(=O)c2cc(NS(=O)(=O)c3cccs3)ccc2O[C@@H]1CN(C)Cc1ccc(Oc2ccccc2)cc1
  TcdB inh: 0.4
CCC(=O)N[C@H]1C=C[C@H](CC(=O)NCC2CCCCC2)O[C@@H]1CO
  TcdB inh: -3.3
O=C(C[C@H]1C=C[C@@H](NC(=O)c2cnccn2)[C@@H](CO)O1)NCc1ccccc1F
  TcdB inh: -1.8

Next part
CC(C)NC(=O)Nc1ccc2c(c1)C(=O)N([C@H](C)CO)C[C@H](C)[C@@H](CN(C)Cc1ccc3c(c1)OCO3)O2
  TcdB inh: -0.3
C[C@H](CO)N1C[C@H](C)[C@H](CN(C)C(=O)C2CCOCC2)Oc2ncc(-c3cccc(C#N)c3)cc2C1=O
  TcdB inh: -0.2
O=S(=O)(c1ccccc1)N1CC2(C1)[C@H](c1ccccc1)[C@H](CO)N2CC1CC1
  TcdB inh: -12
C[C@H](CO)N1C[C@H](C)[C@@H](CN(C)CC2CC2)Oc2ccc(NC(=O)CCCCCC(=O)Nc3ccccc3N)cc2CC1=O
  TcdB inh: -1.1
CCCN(C)C[C@@H]1OCCCC[C@H](C)Oc2ccc(NS(C)(=O)=O)cc2C(=O)N([C@@H](C)CO)C[C@H]1C
  TcdB inh: 0.5
C[C@H](CO)N1C[C@H](C)[C@@H](CN(C)Cc2ccc(C(F)(F)F)cc2)Oc2ccc(NC(=O)Nc3ccc4c(c3)OCO4)cc2C1=O
  TcdB inh: 0.6
Cc1ccc(S(=O)(=O)N[C@@H]2CC[C@@H](CCNC(=O)c3ccc4c(c3)OCO4)O[C@H]2CO)cc1
  TcdB inh: -2.0
C[C@@H]1CCCCO[C@H](CN(C)Cc2ccc(Cl)c(Cl)c2)[C@@H](C)CN([C@@H](C)CO)C(=O)c2cc(NC(=O)Nc3ccccc3)ccc2O1
  TcdB inh: -0.7
CC(C)C#Cc1ccc([C@@H]2[C@@H](CO)N3CCCCN(C(=O)c4ccc5c(c4)OCO5)C[C@@H]23)cc1
  TcdB inh: 0.6
C[C@@H]1CN([C@@H](C)CO)S(=O)(=O)c2ccc(C3=CCCC3)cc2O[C@@H]1CN(C)Cc1ccccc1
  TcdB inh: -0.6

CCCC(O)C#Cc1cnc2c(c1)C(=O)N([C@H](C)CO)C[C@H](C)[C@H](CN(C)S(C)(=O)=O)O2 (stereo partly specified)
  TcdB inh: 0.9
CNC(=O)C[C@@H]1CC[C@@H]2[C@H](COc3ccc(NC(=O)Nc4ccccc4OC)cc3C(=O)N2C)O1
  TcdB inh: 0.0
COCCNC(=O)C[C@@H]1CC[C@@H]2[C@H](COc3ccc(NC(=O)C4CCOCC4)cc3C(=O)N2C)O1
  TcdB inh: -9.3
CCCC#Cc1ccc2c(c1)O[C@H](CN(C)S(=O)(=O)c1cccc(F)c1)[C@@H](C)CN([C@H](C)CO)S2(=O)=O
  TcdB inh: 0.9
CO[C@@H]1CN(C)C(=O)c2ccc(NC(=O)Nc3ccccc3F)cc2OC[C@@H](C)N(C(=O)Nc2ccccc2F)C[C@H]1C
  TcdB inh: 0.2
C[C@H](CO)N1C[C@H](C)[C@H](CN(C)Cc2ccc(C(=O)Nc3ccccc3N)cc2)Oc2c(NC(=O)C3CCCCC3)cccc2C1=O
  TcdB inh: 0.7
C[C@@H]1CN([C@@H](C)CO)C(=O)c2cc(NS(=O)(=O)c3ccc(Cl)cc3)ccc2O[C@@H](C)CCCCO[C@@H]1CN(C)C(=O)Cc1ccccc1
  TcdB inh: -7.2
Cc1noc(C)c1NC(=O)N(C)C[C@H]1Oc2ccc(NS(=O)(=O)c3ccc(Cl)cc3)cc2CC(=O)N([C@H](C)CO)C[C@H]1C
  TcdB inh: -0.4
CC=Cc1ccc2n(c1=O)C[C@H]1[C@H](CO)[C@@H](C(=O)NCCc3cn(C)cn3)N(C(=O)CC)[C@@H]21 (mixture of isomers)
  TcdB inh: -0.2
C[C@@H]1CN([C@H](C)CO)C(=O)c2cc(C#CCN(C)C)cnc2O[C@H]1CN(C)C(=O)NC1CCCC1
  TcdB inh: -0.5

CC(C)NC(=O)N(C)C[C@@H]1Oc2c(NC(=O)C3CC3)cccc2C(=O)N([C@@H](C)CO)C[C@H]1C
  TcdB inh: -8.7
COc1ccc(CN2C(C)C3C(C)=CC2C2C(=O)N(C)C(=O)C32)cc1 (stereo unspecified)
  TcdB inh: 1.6
CO[C@@H](CN(C)C(=O)C1CCOCC1)[C@H](C)CN(C(=O)Nc1ccc(F)cc1)[C@H](C)CO
  TcdB inh: 0.3
CO[C@@H]1CN(C)C(=O)c2ccc(NC(=O)c3ccccc3F)cc2OC[C@H](C)N(C(C)=O)C[C@@H]1C
  TcdB inh: -0.1
C[C@@H]1CN([C@H](C)CO)C(=O)Cc2cc(NC(=O)NC3CCCCC3)ccc2O[C@@H]1CN(C)C(=O)Nc1ccc(C(F)(F)F)cc1
  TcdB inh: 0.6
O=C(c1ccccn1)N1C[C@H]2[C@@H](c3ccccc31)[C@H](CO)N2C(=O)Nc1ccccc1Cl
  TcdB inh: -1.3
NCC[C@H]1CC[C@@H](NC(=O)C2CCC2)[C@@H](CO)O1
  TcdB inh: -0.3
CCN1[C@@H]2Cn3c(ccc(-c4ccncc4)c3=O)[C@H]1[C@@H](C(=O)Nc1ccccc1)[C@@H]2CO
  TcdB inh: -16
C[C@H](NC(=O)N(C)C[C@@H]1OCc2ccccc2-c2c(n(C)c3ccccc23)C(=O)N([C@@H](C)CO)C[C@H]1C)c1ccccc1
  TcdB inh: -0.8
Cc1noc(C)c1S(=O)(=O)N(C)C[C@@H]1OCCCC[C@@H](C)Oc2ccc(NC(=O)c3ccccc3)cc2C(=O)N([C@H](C)CO)C[C@@H]1C
  TcdB inh: -0.5

O=C(C1CCOCC1)N1CC(=O)N2[C@H](C1)[C@H](c1ccc(-c3ccccc3F)cc1)[C@@H]2CO
  TcdB inh: 1.0
C[C@@H]1CN([C@H](C)CO)C(=O)c2cc(NC(=O)C3CCCCC3)ccc2O[C@@H](C)CCCCO[C@H]1CN(C)S(=O)(=O)c1ccc(F)cc1
  TcdB inh: -2.1
C[C@@H]1CN([C@@H](C)CO)C(=O)c2c(c3ccccc3n2C)-c2ccccc2CO[C@@H]1CN(C)C(=O)[C@@H](Cc1ccccc1)N(C)C
  TcdB inh: 0.7
CCCNC(=O)N(C)C[C@H]1Oc2ncc(-c3ccc(OC)cc3)cc2C(=O)N([C@H](C)CO)C[C@H]1C
  TcdB inh: 0.6
Cc1ccc(S(=O)(=O)N(C)C[C@H]2Oc3c(NS(=O)(=O)c4ccc(Cl)cc4)cccc3C(=O)N([C@@H](C)CO)C[C@@H]2C)cc1
  TcdB inh: -0.4
C[C@H](CO)N1C[C@H](C)[C@@H](CN(C)Cc2ccc(Cl)c(Cl)c2)Oc2c(NC(=O)c3nc4ccccc4s3)cccc2C1=O
  TcdB inh: -0.8
COc1ccc(NC(=O)Nc2ccc3c(c2)OC[C@@H](C)NC[C@H](C)[C@@H](OC)CN(C)C3=O)cc1
  TcdB inh: -1.6
C[C@@H]1CN([C@H](C)CO)C(=O)c2cc(NC(=O)CCN3CCOCC3)ccc2O[C@@H]1CN(C)CC1CC1
  TcdB inh: -0.1
COc1cccc(NC(=O)N[C@H]2C=C[C@H](CC(=O)N3CCCCC3)O[C@H]2CO)c1
  TcdB inh: -1.0
CN(C[C@H]1N[C@H](CO)[C@H]1c1ccc(-c2cccc(F)c2)cc1)S(C)(=O)=O
  TcdB inh: -0.4

O=C(C[C@@H]1CC[C@@H]2[C@H](COC[C@H](O)CN2C(=O)Nc2ccc(Cl)c(Cl)c2)O1)NC1CCC1
  TcdB inh: -0.5
N#Cc1cccc(-c2ccc3c(c2)[C@@H]2[C@@H](CCN2S(=O)(=O)c2ccc(F)cc2)[C@H](CO)N3)c1
  TcdB inh: 0.3
C[C@H](CO)N1C[C@H](C)[C@@H](CN(C)C(=O)c2ccc3c(c2)OCO3)Oc2ncc(C3=CCCC3)cc2C1=O
  TcdB inh: 0.5
COc1cc(O)c2c(c1)oc(=O)c1c3cc(O)c(O)cc3oc21
  TcdB inh: -2.5
CN(C)C(=O)c1ccc(-c2ccc([C@@H]3[C@@H](CO)N4CCCCN(S(C)(=O)=O)C[C@@H]34)cc2)cc1
  TcdB inh: 0.7
COc1cccc(-c2ccc3n(c2=O)C[C@@H]2[C@@H](CO)[C@H](C(=O)N(C)C)N(CC4CC4)[C@H]32)c1
  TcdB inh: 0.4
Cc1ccc(S(=O)(=O)Nc2cccc3c2O[C@@H](CN(C)CC2CCCCC2)[C@H](C)CN([C@@H](C)CO)C3=O)cc1
  TcdB inh: -0.8
COc1ccc2c3c(n(C)c2c1)[C@H](CO)N(C(=O)c1ccccn1)CC31CN(C(=O)c2ccccn2)C1
  TcdB inh: 0.1
O=C(Cc1ccccn1)N[C@@H]1CC[C@@H](CCNC(=O)c2cc(Cl)cc(Cl)c2)O[C@@H]1CO
  TcdB inh: -1.7
NCCCCCNC(=O)[C@H]1C[C@H]2C(=O)NCC(=O)N2[C@H]1c1cccc(OCCO)c1
  TcdB inh: -4.0
CO[C@@H]1CN(C)C(=O)c2cc(NC(=O)Nc3c(C)noc3C)ccc2OC[C@H](C)N(CC2CC2)C[C@@H]1C
  TcdB inh: -1.2
C[C@H](NC(=O)C[C@@H]1CC[C@H]2[C@@H](COc3ccc(NC(=O)C4CCOCC4)cc3C(=O)N2C)O1)c1ccccc1
  TcdB inh: -0.3

Laid out differently: results already given.
SMILES | TcdB inh
O=C(c1ccccn1)N1C[C@H]2[C@@H](c3ccccc31)[C@H](CO)N2C(=O)Nc1ccccc1Cl | -1.3
NCC[C@H]1CC[C@@H](NC(=O)C2CCC2)[C@@H](CO)O1 | -0.3
CCN1[C@@H]2Cn3c(ccc(-c4ccncc4)c3=O)[C@H]1[C@@H](C(=O)Nc1ccccc1)[C@@H]2CO | -16
